Screening results as filed in PubChem.
GLA spleen mod: inhibits or activates alpha-galactosidase in human spleen homogenate. human spleen homogenate, 4MU-alpha-Gal fluorescence, 40 min. P06280. Potency, µM (highest dose often 80 µM), without a hit: at the highest dose activity change, negative = inhibition, hits mostly inhibitors. actives 0.008% (n = 240,000);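 note: potency is the fitted concentration of half-maximal effect; 0% = enzyme with vehicle and -100% = no enzyme basal signal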
Target sequence (P06280 32-429 limits assumed): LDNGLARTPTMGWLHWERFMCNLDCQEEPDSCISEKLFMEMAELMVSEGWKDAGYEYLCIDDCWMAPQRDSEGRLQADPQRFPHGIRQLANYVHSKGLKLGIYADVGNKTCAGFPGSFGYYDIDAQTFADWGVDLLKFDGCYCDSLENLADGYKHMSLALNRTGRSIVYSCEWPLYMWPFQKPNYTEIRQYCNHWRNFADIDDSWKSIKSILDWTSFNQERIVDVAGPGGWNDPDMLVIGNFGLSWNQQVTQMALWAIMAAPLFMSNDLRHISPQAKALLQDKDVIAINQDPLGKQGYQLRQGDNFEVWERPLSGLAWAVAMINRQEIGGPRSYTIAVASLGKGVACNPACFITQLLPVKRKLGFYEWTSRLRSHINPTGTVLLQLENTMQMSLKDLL
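Fluorogenic readout (Ex 365/Em 440 nm) of 4-methylumbelliferone released from 1 mM 4-MU-alpha-galactoside by spleen homogenate, 40 min at 37C, pH 5.0. Data normalized to no-enzyme and enzyme controls; Hill-equation AC50 from compound titrations.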
CBFb-RUNX1 inh: CBF-beta/RUNX1 interaction disruption | Potency, µM (series often up to 59.8 µM), for inactives: at the top dose activity, negative = inhibition, most hits filed as inhibitors | AlphaScreen CBFb-His/RUNX1-biotin binding, biochemical | 230,000 tested, under 10 active | Q01196+Q13951; note: % of control where 0% means no effect
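Bead-based AlphaScreen assay; binding partners His-tagged CBF-beta and biotinylated RUNX1 at 30 nM each. Compound exposure 15 min after a 20-min protein preincubation; bead step 90 min; all steps at room temperature.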
Tau fibril FP: inhibitors of human tau fibril formation; P10636; K18 P301L tau heparin fibrillization, Alexa594 FP, 6 h; Potency, µM (top dose mostly 57.7 µM), for inactives: at the highest dose activity, negative = inhibition, most hits filed as inhibitors; actives 0.39% (n = 280,000); note: potency is the fitted concentration of half-maximal effect; % is set by controls: 0 for no effect and ±100 for the full control effect; nearly all actives have a fitted effect of over 55% in size
Target sequence (P10636 561-689 P618L limits assumed): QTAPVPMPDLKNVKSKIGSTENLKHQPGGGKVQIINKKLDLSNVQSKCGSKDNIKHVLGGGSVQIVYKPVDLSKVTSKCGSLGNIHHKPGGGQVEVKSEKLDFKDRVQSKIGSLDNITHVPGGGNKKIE
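Human K18 P301L fragment (15 uM unlabeled plus 0.24 uM Alexa 594-labeled) in 100 mM sodium acetate pH 7 with compound, aggregation induced by 20 uM heparin for 6 hr at 37 C. ThT (30 uM) added for 1 hr, then Alexa 594 FP read.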
Epigenetic derep: derepresses silenced GFP reporter in murine cells; murine LDR cells, GFP reporter derepression, 30 h; Potency, µM (series often up to 53.9 µM), for the others: at the highest dose GFP activation, hits mostly activators; actives 0.2% (n = 280,000); note: potency is the fitted concentration of half-maximal effect; % of control where 0% means no effect; nearly all actives have a fitted effect of over 60% in size
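Reporter derepression read as number of fluorescent GFP-positive objects, 20-120 um in size, counted by laser-scanning cytometer. Mouse LDR line with an epigenetically silenced CMV-GFP locus; compound incubation 30 h, 37 C.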
Tau fluor counter: counter-screen for tau fibril formation inhibitors; actives 0.93% (n = 280,000); tau K18 P301L Alexa594 fluorescence, heparin fibrillization; Potency, µM (doses to about 57.7 µM), for the others: at the top dose activity change, negative = decrease; AID 1463; note: potency is the fitted concentration of half-maximal effect; % is set by controls: 0 for no effect and ±100 for the full control effect; nearly all actives have a fitted effect of over 55% in size
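Human tau K18 P301L (15 uM unlabeled, 0.24 uM Alexa 594-labeled) in 100 mM sodium acetate pH 7 with 20 uM heparin, 6 hr at 37 C. ThT 30 uM added, 1 hr ambient; Alexa 594 FP and total fluorescence read at 555/632 nm.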
TRb-SRC2 inh: TRbeta-SRC2 interaction inhibition. TRbeta-SRC2 peptide binding, fluorescence polarization; receptor liganded with 1 µM T3. Potency, µM (highest dose often 106 µM), for inactives: at the top dose activity change, negative = inhibition, usual class: inhibitors. AID 1469. actives 0.065% (n = 280,000). P10828;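 note: potency is the fitted concentration of half-maximal effect; plate controls were bound peptide for no effect and peptide without receptor for full effect; nearly all actives have a fitted effect of over 50% in size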
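Compounds were added to 0.6 uM TRb ligand-binding domain and 20 nM Texas Red-labeled SRC2 peptide in Tris buffer containing 1 uM T3, incubated 5 hr at ambient temperature, then read by fluorescence polarization.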
NPSR antagonist: antagonists of human neuropeptide S receptor cAMP signaling | Q6W5P4 | CHO-NPSR cells, cAMP TR-FRET, antagonist mode | Potency, µM (highest dose often 38.3 µM), inactives show at the top dose activity change, negative = inhibition, usual class: inhibitors | actives 1% (n = 220,000) | AID 1461; note: potency is the fitted concentration of half-maximal effect; % is set by controls: 0 for no effect and ±100 for the full control effect; nearly all actives have a fitted effect of over 50% in size; many of its hits are not listed in these tables
Target sequence (Q6W5P4 whole entry, looked up): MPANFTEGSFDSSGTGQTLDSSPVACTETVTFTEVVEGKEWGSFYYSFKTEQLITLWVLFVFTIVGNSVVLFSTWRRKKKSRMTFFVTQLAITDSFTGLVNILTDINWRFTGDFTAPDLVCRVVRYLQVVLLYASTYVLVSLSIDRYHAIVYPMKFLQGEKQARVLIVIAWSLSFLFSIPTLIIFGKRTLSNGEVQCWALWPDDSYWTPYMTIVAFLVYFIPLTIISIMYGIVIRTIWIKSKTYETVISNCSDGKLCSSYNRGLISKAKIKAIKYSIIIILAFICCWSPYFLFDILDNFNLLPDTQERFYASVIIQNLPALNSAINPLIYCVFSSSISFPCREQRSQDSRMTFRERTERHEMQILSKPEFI
TexasRed fluor: counter-screen for TRb-SRC2 inhibitors: fluorescence interference; TRb/SRC2 Texas Red total fluorescence interference; Potency, µM (top dose mostly 106 µM), for the others: at the highest dose fluorescence change, negative = quenching; actives 0.29% (n = 280,000); AID 1479; active = well fitted curve in either direction with a large enough effect; inconclusive = small, poorly fitted or top-dose-only effect; note: potency is the fitted concentration of half-maximal effect; % is set by controls: 0 for no effect and ±100 for the full control effect
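Human TRb ligand-binding domain at 0.6 uM with 20 nM Texas Red SRC2 peptide in Tris buffer containing 1 uM T3 and 5% DMSO, incubated with compound 5 h at ambient temperature. Total fluorescence (555/632 nm) calculated as parallel + 2 × perpendicular.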
* marks the source's active call; other numbers are inactive results; ? = inconclusive; . = not tested or not shown; & = joins results of further samples; [ ] = remark or other dose. Unless noted, calls come from the whole dose curve; as a rule, active = well fitted curve in the direction sought with a large enough effect; inconclusive = small, poorly fitted or top-dose-only effect, or another doubt; inactive = no such curve, though single readings can be large; an effect the other way counts as inactive or inconclusive. This is a subset (hit frequency here may not be typical).

SMILES	GLA spleen mod	CBFb-RUNX1 inh	Tau fibril FP	Epigenetic derep	Tau fluor counter	TRb-SRC2 inh	NPSR antagonist	TexasRed fluor
CCN1CCN(Cc2c(O)ccc3c(=O)c(-c4ccc(OC)c(OC)c4)c(C)oc23)CC1	-3%	1%	-2%	-1.1%	-11%	13%	-7%[46.1 µM]	2%
Cc1cccc(C(=O)Nc2ccc(-c3nc4ncccc4o3)cc2C)c1	.	.	8%	1.5%	-4%	10%	.	-3%
CC(C)c1cc(C(=O)N2CCCC(CCC(=O)NCc3ccccc3F)C2)n(C)n1 (stereo not given)	1%	0%	0%	1.1%	7%	2%	2%	-1%
CCOC(=O)N1CCC(N(CCN(C)C)C(=S)Nc2ccc(OCC)cc2)CC1	-2%	1%	9%	-0.1%	5%	6%	0%	-1%
CCOc1cccc(CN2CCN(CCc3ccccc3)C(CCO)C2)c1O (stereo not given)	3%	1%	1%	-3.3%	-9%	-11%	14%	-1%
Cc1cc(C(=O)N2CCN(c3ccccn3)CC2)no1	1%	-1%	5%	0.0%	7%	10%	-3%[46.1 µM]	-5%
Cc1ccc(S(=O)(=O)N(C)c2ccccc2)cc1	-4%	9%	-2%	4.7%	-9%	-5%	-10%[46.1 µM]	0%
CC(=O)Nc1ccc2c(c1)nc1n2CCOC1	4%	2%	1%	1.9%	-1%	-4%	-8%[46.1 µM]	0%
CCOC(=O)N/N=C1\CC(C)CC(C)(C)C1 (stereo not given)	2%	2%	-7%	-1.0%	-2%	0%	14%	0%
N#C/C(=C\c1ccc(Cl)cc1Cl)c1nc(-c2cccc(Cl)c2)cs1	.	.	0%	-1.6%	-8%	-8%	.	3%

Arranged by length of the SMILES (smallest number first): some entries from above
SMILES	GLA spleen mod	CBFb-RUNX1 inh	Tau fibril FP	Epigenetic derep	Tau fluor counter	TRb-SRC2 inh	NPSR antagonist	TexasRed fluor
CCOC(=O)N/N=C1\CC(C)CC(C)(C)C1 (stereo not given)	2%	2%	-7%	-1.0%	-2%	0%	14%	0%
Cc1ccc(S(=O)(=O)N(C)c2ccccc2)cc1	-4%	9%	-2%	4.7%	-9%	-5%	-10%[46.1 µM]	0%
CCOC(=O)N1CCC(N(CCN(C)C)C(=S)Nc2ccc(OCC)cc2)CC1	-2%	1%	9%	-0.1%	5%	6%	0%	-1%

The list continues:
SMILES	GLA spleen mod	CBFb-RUNX1 inh	Tau fibril FP	Epigenetic derep	Tau fluor counter	TRb-SRC2 inh	NPSR antagonist	TexasRed fluor
O=C(NCCc1ccc(Cl)cc1)c1ccc2c(c1)N(Cc1c(F)cccc1Cl)C(=O)CS2	.	.	-11%	4.8%	-20%	4%	.	-1%
C=C1C[C@]23CC[C@H]4C(CO)(CO)C[C@@H](O)C[C@@]4(C)[C@@H]2CC[C@H]1C3	3%	-13%	1%	0.0%	-11%	5%	.	-1%
CN1C(=O)c2ccccc2N(C)C1c1ccccc1Cl (stereo not given)	3%	-1%	-2%	-1.4%	-6%	0%[53 µM]	-10%	0%[53 µM]
CC(NC(=O)c1cc(-c2cccs2)on1)c1ccccc1 (stereo not given)	-12%	1%	-8%	1.2%	-2%	-11%	-24%[46.1 µM]	0%
CCN(Cc1ccncc1)C(=O)CCc1nnc(CCc2ccc(OC)cc2)o1	4%	6%	3%	0.0%	-3%	-6%	-14%	-3%
CCOc1ccc(NC(=O)c2ccc3c(SCC(=O)O)c4c(nc3c2)CCC4)cc1	.	.	8%	1.6%	-4%	-6%	.	-1%
CCn1c(COc2cccc(C)c2)nnc1SCC(=O)CC(=O)Nc1ccccc1OC	7%	-24%	2%	0.0%	-10%	-3%	-20%[46.1 µM]	-4%
NC(=O)CSc1nnc2ccc(-c3ccc(Cl)cc3)nn12	5%	8%	-12%	-4.9%	4%	9%	?	-1%
O=C(O)Cn1nc(C(F)(F)F)c2c1CCCC2	4%	15%	-7%	-2.1%	-12%	1%	3%	-2%
CCOc1ccc(-c2nn(CC(=O)NC3CCCC3)c3c2cnc2ccc(C)cc23)cc1	.	.	-12%	3.8%	-4%	6%	.	-5%
CSc1ccccc1NC(=O)Nc1cccc(Cl)c1Cl	-1%	-6%	-7%	0.0%	-21%	-3%	-8%[46.1 µM]	-1%
CCOC(=O)CSc1nc(-c2ccccc2)nc2ccc(C)cc12	4%	-1%	-3%	-1.6%	-12%	7%	33%	-1%
O=C(NC(Nc1ccc(F)cc1)(C(F)(F)F)C(F)(F)F)c1cccnc1	-2%	-3%	1%	0.0%	-12%	-1%	15%	-2%
CCCCSCc1[nH]c(=O)[nH]c1C(=O)CCCCC(=O)OCC	3%	4%	-4%	0.1%	-13%	5%	-12%[46.1 µM]	1%
COC(=O)c1ccccc1NC(=O)Cn1c(=O)nc(-c2ccccc2)c2cc(Cl)ccc21	.	.	12%	-2.6%	10%	-1%	.	-1%
CN(c1ccc(C(=O)O)cc1)S(=O)(=O)c1ccc(Cl)cc1	-24%	-1%	4%	0.0%	7%	-9%	-19%[46.1 µM]	0%
CCOCc1cc(CN2CCN(c3cccc(Cl)c3)CC2)c(O)c2ncccc12	.	.	1%	3.5µM*	-17%	1%	.	-2%
OCCCc1ccccc1	7%	?	.	.	.	-5%	.	-22%
O=C(COc1ccc(F)cc1)N(c1ccccn1)C1CCCCC1	2%	7%	1%	-1.6%	-11%	0%	-1%	0%
O=S(=O)(Nc1ccc(N2CCOCC2)nn1)c1ccccc1	-15%	1%	3%	-7.3%	5%	-9%	4%[46.1 µM]	0%
CCOC(=O)Cc1nnc(NC(=O)C(CC)Sc2nncn2C)s1 (stereo not given)	3%	29%	1%	-0.8%	-1%	-15%	-4%[46.1 µM]	0%
O=C(O/N=C1\CCCc2ccccc21)c1ccc(F)cc1	1%	11%	-3%	0.0%	-2%	-1%	1%[46.1 µM]	-6%
Cc1ccc(S(=O)(=O)/N=C(\N)c2ccc(F)cc2)cc1	-4%	2%	1%	-1.4%	-2%	-4%	1%	-5%
CCc1ccc(S(=O)(=O)Nc2cc3c(cc2N2CCOCC2)n(C)c(=O)c(=O)n3C)cc1	.	.	-3%	0.0%	4%	-19%	.	?
COc1ccc(/C=N/Nc2nccnc2Cl)cc1	-6%	2%	-4%	0.8%	-11%	2%	-3%[46.1 µM]	-3%
Cc1cccc(CCNC(=O)CCCOc2cc(=O)n(C)c3ccccc23)c1	5%	2%	9%	-1.1%	-9%	-7%	-1%	-6%
CCOC(=O)N1CCN(C(=O)Cc2ccc(-n3c(=S)[nH]c4ccccc4c3=O)cc2)CC1	-4%	6%	5%	0.0%	-8%	-1%	-14%[46.1 µM]	-2%
CCOC(=O)c1cc(-c2ccccc2)n(CCC(=O)N2CCN(c3ccc(OC)cc3)CC2)c1C	-1%	?	5%	2.1%	-6%	7%	-26%	-3%
COc1ccc2oc(C(=O)OC/C(O)=C(\C#N)c3nc4ccccc4[nH]3)c(C)c2c1	3%	4%	-4%	?	-26%	0%	-31%	1%
CSc1nsc(SC)c1NC(=O)OCCc1ccccn1	-1%	10%	-4%	-1.7%	1%	-3%	12%[46.1 µM]	-5%
COc1cccc(Nc2ncccc2C(=O)O)c1	5%	-4%	-14%	-1.0%	-27%	7%	-9%[46.1 µM]	-6%
c1ccc(Cn2nnc3c(N4CCN(Cc5ccc6c(c5)OCO6)CC4)ncnc32)cc1	-8%	-6%	6%	0.0%	-8%	-3%	?	-1%
Cc1cc(C)c(S(=O)(=O)NCCS(=O)(=O)N2CCN(c3ccccc3)CC2)c(C)c1	.	.	3%	0.0%	-28%	1%	.	-6%
CCS(=O)(=O)Nc1cccc(-c2nc3cccnc3s2)c1C	4%	14%	0%	0.0%	-6%	-5%	-4%[46.1 µM]	0%
CCn1cc(Br)c(C(=O)Nc2ccc(Cl)cc2Cl)n1	0%	22%	-11%	0.0%	-21%	-3%	-15%[46.1 µM]	-1%
CCCCC/C=C\C/C=C\C/C=C\C=C\[C@@H](O)CCCC(=O)O	9%&-3%	3%&21%	-4%&1%	1.1%&-1.3%	1%&-13%	2%&-3%	.	1%&-3%
CN(C)/C=C/C(=O)c1cccc(Cl)c1	-12%	-3%	?	2.8%	-14%	-14%	15%[46.1 µM]	-2%
COc1cccc(Nc2n[nH]c(=S)s2)c1	10%	-6%	-1%	1.1%	1%	3%	-10%[46.1 µM]	-1%
O=[N+]([O-])c1cc(C(F)(F)F)ccc1NC1CCN(Cc2ccccc2)CC1	-10%	-5%	7%	-2.6%	-28%	8%	?	0%
Cc1cc(OCCn2c(C3CC(=O)N(Cc4ccc(F)cc4)C3)nc3ccccc32)ccc1Cl (stereo not given)	.	.	1%	-3.9%	-2%	-5%	.	1%
Cc1nc([N+](=O)[O-])c(C(=O)OCc2ccccc2)n1C	-15%	12%	9%	-0.1%	3%	10%	23%	1%
Cc1ccc(N(C)S(=O)(=O)c2ccc3[nH]c(=O)ccc3c2)cc1	.	.	?	5.6%	?	1%	.	-10%
COCC(=O)Nc1cc([N+](=O)[O-])ccc1C	3%	0%	0%	-0.9%	-6%	6%	2%[46.1 µM]	-1%
COC(=O)C1=CN(CC2CCCO2)C=C(C(=O)OC)C1c1ccccc1C(F)(F)F (stereo not given)	?	?	-3%	-1.0%	-12%	0%	-10%[46.1 µM]	-2%
N#Cc1c2n(c3c(=O)n(Cc4ccccc4Cl)cnc13)CCCCC2	-25%	4%	6%	-0.4%	-11%	-3%	-1%[7.67 µM]	1%
O=C(CN1C(=O)c2ccccc2C1=O)NCC1COc2ccccc2O1 (stereo not given)	1%	6%	2%	0.9%	-2%	-2%	-1%[46.1 µM]	0%
COc1ccc(CC(=O)N2CCc3ccccc32)cc1	3%	-5%	9%	-1.2%	7%	-14%	-14%[46.1 µM]	-1%
COc1ccc(OC)c(Nc2nnc(C)c(=O)[nH]2)c1	6%	8%	2%	-4.2%	2%	2%	-2%	-2%
CCOC(=O)C1=NN(C(=O)Cc2ccccc2)C(O)(C(C)(C)C)C1 (stereo not given)	8%	1%	?	2.2%	-5%	2%	-1%	-6%
